# LDHA inh – qHTS assay for inhibitors of human lactate dehydrogenase; AID 1347041, 2019; activity change, % (values are at about 110 or 230 µM); purified LDHA, NADH/diaphorase-resazurin fluorescence; active compounds read low; 0.15% of 480,000 active; in the data active = activity change below about -30%; inconclusive = mostly about -25% to -30%;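 note: plate controls were DMSO wells for no effect and wells without enzyme for full effect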
#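 Enzyme activity of human lactate dehydrogenase 5 (2 nM; 0.06 mM NADH, 0.2 mM pyruvate, 5 min, RT) is measured via a resazurin/diaphorase fluorescence readout of residual NADH.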
# Vif-APOBEC3G blk – qHTS for Inhibitors of Vif-A3G Interactions: qHTS; DNA dC->dU-editing enzyme APOBEC-3G (Homo sapiens), Q9HC16; HeLa A3G-eYFP + Vif (tagged APOBEC3G with the HIV-1 protein that degrades it), YFP fluorescence, overnight; Potency, µM (series often up to 46.1 µM), without a hit: at the top dose activity, negative = active, actives largely listed as inhibitors; 0.076% of 410,000 active; AID 602310, 2012;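 note: potency is the fitted concentration of half-maximal effect; % is set by controls: 0 for no effect and ±100 for the full control effect; nearly all actives have a fitted effect of over 60% in size; hits raise eYFP signal because A3G escapes Vif-driven loss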
# Target sequence (Q9HC16 whole entry, looked up): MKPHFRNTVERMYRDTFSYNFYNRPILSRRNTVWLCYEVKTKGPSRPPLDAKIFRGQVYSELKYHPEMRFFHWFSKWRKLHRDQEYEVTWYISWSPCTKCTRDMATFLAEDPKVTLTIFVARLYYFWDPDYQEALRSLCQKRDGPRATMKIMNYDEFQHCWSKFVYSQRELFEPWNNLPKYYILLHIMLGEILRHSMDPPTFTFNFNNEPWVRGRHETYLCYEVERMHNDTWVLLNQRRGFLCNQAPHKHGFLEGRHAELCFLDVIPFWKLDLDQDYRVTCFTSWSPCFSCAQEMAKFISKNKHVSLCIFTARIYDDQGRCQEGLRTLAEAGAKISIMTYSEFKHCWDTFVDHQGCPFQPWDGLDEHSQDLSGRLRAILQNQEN
#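 Read-out is eYFP fluorescence (Ex 488/Em 500-530) from Vif-expressing HeLa A3G-eYFP cells; more signal means A3G escaped Vif-mediated degradation. Cells plated overnight, compound pinned in, incubated overnight at 37 deg C.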
# GRP78 ERSR act – qHTS for Inducers of the Endoplasmic Reticulum Stress Response (ERSR) in Human Glioma: qHTS | U87-MG GRP78 promoter luciferase reporter, 16 h | Potency, µM, inactives show top-dose activation, usual class: activators | 0.02% of 420,000 active | AID 602332, 2012; note: potency is the fitted concentration of half-maximal effect; series mostly up to about 76 µM; % of control where 0% means no effect; nearly all actives have a fitted effect of over 35% in size
#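 Stably transfected U87-MG human glioma cells carrying a GRP78-based luminescent sensor were seeded at 1000 cells/well, pin-dosed with compounds and incubated 16 h. Luciferase reagent was then added, and end-point luminescence was read after 10 min at room temperature.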
# TrxR1 substrate – qHTS Assay for Substrates of Mammalian Selenoprotein Thioredoxin Reductase 1 (TrxR1): qHTS. purified TrxR1 substrate turnover, NADPH consumption readout. Potency, µM (doses to about 114 µM), for inactives: at the top dose activity change, negative = substrate turnover. 0.01% of 390,000 active; note: potency is the fitted concentration of half-maximal effect; % is set by controls: 0 for no effect and ±100 for the full control effect; nearly all actives have a fitted effect of over 50% in size
# Target sequence (O89049 whole entry, looked up): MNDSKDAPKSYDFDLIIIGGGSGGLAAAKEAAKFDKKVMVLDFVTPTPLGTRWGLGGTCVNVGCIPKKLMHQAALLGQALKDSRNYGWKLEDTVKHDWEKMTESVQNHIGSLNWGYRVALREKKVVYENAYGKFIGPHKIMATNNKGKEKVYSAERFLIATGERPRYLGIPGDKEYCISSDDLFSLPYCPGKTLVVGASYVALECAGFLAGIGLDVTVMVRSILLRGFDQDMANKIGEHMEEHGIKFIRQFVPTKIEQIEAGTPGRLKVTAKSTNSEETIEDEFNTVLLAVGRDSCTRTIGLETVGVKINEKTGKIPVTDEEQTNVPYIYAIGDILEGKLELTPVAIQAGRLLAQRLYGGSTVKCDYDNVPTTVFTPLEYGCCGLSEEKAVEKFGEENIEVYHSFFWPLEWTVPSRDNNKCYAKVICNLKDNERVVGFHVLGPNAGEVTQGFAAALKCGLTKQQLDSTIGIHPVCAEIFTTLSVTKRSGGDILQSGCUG
#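 Rat TrxR1, dispensed at 90 nM, was prereduced with 400 uM NADPH (final) for 5 min at ~22 deg C, then incubated with compound 15 min before 400 uM selenite. A first-read NADPH fluorescence drop versus no-compound background flagged substrates.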
# USP1 inh – Inhibitors of USP1/UAF1: Primary Screen; recombinant USP1/UAF1, Ub-Rhodamine cleavage fluorescence; Ubiquitin carboxyl-terminal hydrolase 1 (Homo sapiens), O94782; 0.23% of 390,000 active; Potency, µM (doses to about 57.1 µM), without a hit: at the top dose activity change, negative = inhibition, actives largely listed as inhibitors; note: potency is the fitted concentration of half-maximal effect; % is set by controls: 0 for no effect and ±100 for the full control effect; nearly all actives have a fitted effect of over 60% in size; inactives centre near -12
#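 In this screen, compounds sit with the deubiquitinase complex (1nM) for 15 min at room temperature before Ub-Rho is added at 150nM final. Fluorescence rise is then followed for 6 reads every 60 seconds.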
# RGS4 inh – Inhibitors of Regulator of G Protein Signaling (RGS) 4: qHTS | Regulator of G-protein signaling 4 (Homo sapiens), P49798 | Transcreener GDP fluorescence polarization, RGS4-accelerated GTP hydrolysis | Potency, µM (titrated, usually from 114 µM), without a hit: top-dose activity change, negative = inhibition, actives largely listed as inhibitors | 0.039% of 390,000 active | AID 504845, 2011; note: potency is the fitted concentration of half-maximal effect; % is set by controls: 0 for no effect and ±100 for the full control effect; nearly all actives have a fitted effect of over 75% in size; some results filed as inactive show a strong effect at the top dose
# Target sequence (P49798 whole entry, looked up): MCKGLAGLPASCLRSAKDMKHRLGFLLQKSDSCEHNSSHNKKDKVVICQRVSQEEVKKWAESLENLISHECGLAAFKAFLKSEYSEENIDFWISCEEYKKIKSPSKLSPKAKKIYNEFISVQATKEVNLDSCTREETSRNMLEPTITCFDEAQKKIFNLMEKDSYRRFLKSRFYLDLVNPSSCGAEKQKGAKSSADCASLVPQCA
#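 MLSMR compounds (23 nl, pin-transferred) preincubated 10 min at room temperature with a 500nM (2x) first reagent, then RGS4 at 900nM (2x) plus Transcreener GDP mix added; fluorescence polarization (620/688 nm) read before and after 90 min at 30 °C.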
# Vif-APOBEC3F blk – qHTS for Inhibitors of Vif-A3F Interactions: qHTS; HeLa A3F-eYFP + Vif (tagged APOBEC3F with the HIV-1 protein that degrades it), YFP fluorescence increase; Potency, µM (titrated, usually from 46.1 µM), inactives show at the top dose activity, negative = active; 0.2% of 390,000 active; AID 602313, 2012; note: potency is the fitted concentration of half-maximal effect; % of control where 0% means no effect; nearly all actives have a fitted effect of over 65% in size
#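 HeLa cells stably expressing A3F-eYFP plus Vif, plated and incubated overnight at 37 deg C, then exposed to compounds overnight at 37 deg C. Blocked degradation read as raised yellow fluorescence (Ex 488/Em 500-530).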
# rTrxR1 inhibitor – qHTS Assay for Inhibitors of Mammalian Selenoprotein Thioredoxin Reductase 1 (TrxR1): qHTS; Thioredoxin reductase 1, cytoplasmic (Rattus norvegicus), O89049; recombinant rTrxR1, NADPH fluorescence consumption, selenite substrate; Potency, µM (titrated, usually from 114 µM), inactives show top-dose activity change, negative = inhibition, most hits filed as inhibitors; 1% of 390,000 active; note: potency is the fitted concentration of half-maximal effect; % is set by controls: 0 for no effect and ±100 for the full control effect; nearly all actives have a fitted effect of over 65% in size
#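 Rat TrxR1 (90 nM in the dispensed reagent) was pre-reduced with 400 uM NADPH for 5 min at room temperature, then incubated with compound for 15 min. After 400 uM selenite was added, NADPH fluorescence (Ex 340/Em 450 nm) was followed for 8 min.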
# mIDH1 inhibitor – qHTS for Inhibitors of mutant isocitrate dehydrogenase 1 (IDH1): qHTS | Isocitrate dehydrogenase [NADP] cytoplasmic (Homo sapiens), O75874 | IDH1-R132H enzyme, NADPH consumption, diaphorase/resazurin fluorescence | Potency, µM (series often up to 76.6 µM), without a hit: top-dose activity change, negative = inhibition, usual class: inhibitors | 0.093% of 390,000 active | AID 602179, 2012; note: potency is the fitted concentration of half-maximal effect; % is set by controls: 0 for no effect and ±100 for the full control effect; nearly all actives have a fitted effect of over 65% in size
#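 IDH1-R132H (0.5 ug/mL dispensed) in pH 7.5 Tris buffer was preincubated 30 min with compound, then given a substrate mix of 0.016 mM NADPH and 2 mM alpha-KG for 80 min at room temperature; remaining NADPH was read by diaphorase/resazurin fluorescence.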
# An asterisk follows results filed as active; ? = inconclusive; . = not tested or not shown; [ ] = remark or other dose. Unless noted, calls come from the whole dose curve; as a rule, active = well fitted curve in the direction sought with a large enough effect; inconclusive = small, poorly fitted or top-dose-only effect, or another doubt; inactive = no such curve, though single readings can be large; an effect the other way counts as inactive or inconclusive. A portion of the library; the hit share may differ from the screen's.
SMILES,LDHA inh,Vif-APOBEC3G blk,GRP78 ERSR act,TrxR1 substrate,USP1 inh,RGS4 inh,Vif-APOBEC3F blk,rTrxR1 inhibitor,mIDH1 inhibitor
O=C(O)c1cc2ncc(-c3[nH]ncc3[N+](=O)[O-])cn2n1,2,-1%,-1%,-3%[57.1 µM],-11%,16%,-7%,1%[57.1 µM],-1%
CCOc1ccc2nc(NC(=O)c3cccc(N4C(=O)CCC4=O)c3)sc2c1,-1,-3%,1%,.,2%,.,1%,.,-1%
O=C(C1CC(=O)N(c2ccccc2)C1)N1CCN(c2ccccc2F)CC1 (stereo not given),-6,0%,0%,-2%,-16%,-19%,1%,1%,4%
CCCCC(NC(=O)c1ccc(C#N)cc1)C(=O)NCCC (stereo not given),-10,2%,-2%,3%,-11%,16%,4%,19%,-8%
CCC(=O)c1ccc(OCCn2cncn2)cc1,-7,-4%,4%,1%,-15%,-16%,.,4%,0%
CC1CCN(S(=O)(=O)c2ccc3c(c2)oc(=O)n3CC(=O)NC(C)c2ccccc2)CC1 (stereo not given),-3,4%,-3%,-3%,-2%,15%,1%,6%,-1%
CCOc1ccc(N/N=C(/C#N)C(N)=O)cc1,4,-3%,0%,-1%[57.1 µM],-17%,0%,2%,-9%[57.1 µM],5%
COc1cc(OC)c(C(=O)O/N=C(\N)c2ccc(C)cc2)cc1OC,5,1%,-3%,6%,-15%,-3%,-2%,8%,4%
Cc1ccc(C)c(NC(=O)CSc2nnc3[nH]c(=O)cc(-c4ccccc4)n23)c1,-1,8%,-3%,20%[57.1 µM],-12%,3%,-5%,6%[57.1 µM],-16%
O=C(Nc1ccc(NC(=O)c2cccc([N+](=O)[O-])c2)cc1)c1cccc([N+](=O)[O-])c1,-4,-1%,10%,-11%,-2%,21%,-2%,-15%,8%
Cc1ccc(S(=O)(=O)N2CCCCC2)cc1NC(=O)C1CCN(C(=O)OC(C)(C)C)CC1,1,1%,-7%,.,-16%,.,-3%,.,0%
CC1(C)CC(C(CC(=O)O)c2ccccc2)CCO1 (stereo not given),-6,0%,-2%,6%,-5%,-2%,0%,24%,1%
CCc1ccc(OCCNC(=O)c2cc(SC)ccc2Cl)cc1,2,1%,-5%,-6%,-2%,-22%,8%,3%,-2%
COC(=O)C(CSCc1ccccc1)NC(=O)CCNC(=O)OCc1ccccc1 (stereo not given),3,4%,-3%,.,-14%,.,0%,.,3%
COc1cccc(NC(=O)CN2C(=O)NC(Cc3c[nH]c4ccccc34)C2=O)c1 (stereo not given),-3,0%,7%,-4%[2.29 µM],13%,22%,-1%,-6%[2.29 µM],4%
CCC(=O)NC(=S)NNC(=O)c1ccccc1[N+](=O)[O-],-2,4%,-2%,2%,-12%,-6%,10%,11%,0%
CNC(=O)C1CCC(Cn2c(=O)c3sccc3n(CC(=O)N3CCCC(C)C3)c2=O)CC1 (stereo not given),-6,3%,-3%,-1%[57.1 µM],-6%,-14%,1%,12%[57.1 µM],-16%
CN(CC(=O)Nc1c(Cl)cccc1Cl)C(=O)c1ccncc1,-2,-6%,-2%,6%,-30%,-5%,-1%,17%,12%
N/C(=N\OC(=O)CCC1CCCC1)c1ccc([N+](=O)[O-])cc1,-6,-4%,6%,9%[57.1 µM],-10%,9%,2%,19%[57.1 µM],3%
Oc1ccc(N2CCN(C(=S)NCc3ccccc3)CC2)cc1,18,-3%,1%,0%[57.1 µM],-3%,-20%,?,1%[57.1 µM],-3%
C[C@@H]1CN([C@@H](C)CO)S(=O)(=O)c2ccc(Br)cc2O[C@@H]1CN(C)C(=O)c1ccncc1,-8,1%,-2%,.,-5%,.,-5%,.,-4%
Cc1ccc(CN2CCC[C@]3(N[C@H](c4ccc(C)cc4)[C@@H]4C(=O)N(Cc5ccccc5)C(=O)[C@@H]43)C2=O)cc1,-3,-1%,0%,.,-12%,.,0%,.,1%
COc1ccccc1N1CCN(C(=O)C2CCN(S(=O)(=O)c3cn(C)cn3)CC2)CC1,4,2%,-1%,-3%[57.1 µM],-22%,2%,2%,7%[57.1 µM],5%
O=C(c1cccs1)N1CCN(c2ncc(Br)cn2)CC1,-9,1%,0%,1%,-10%,-18%,1%,-3%,-1%
C/C(=C\C(=O)OCC(=O)NCc1ccccc1)C(=O)OCC(=O)NCc1ccccc1,-1,2%,-4%,-7%,-23%,-26%,1%,-5%,-3%

# Quoted from the entries so far, 2 compounds:
SMILES,LDHA inh,Vif-APOBEC3G blk,GRP78 ERSR act,TrxR1 substrate,USP1 inh,RGS4 inh,Vif-APOBEC3F blk,rTrxR1 inhibitor,mIDH1 inhibitor
O=C(c1cccs1)N1CCN(c2ncc(Br)cn2)CC1,-9,1%,0%,1%,-10%,-18%,1%,-3%,-1%
C/C(=C\C(=O)OCC(=O)NCc1ccccc1)C(=O)OCC(=O)NCc1ccccc1,-1,2%,-4%,-7%,-23%,-26%,1%,-5%,-3%

# The results go on.
SMILES,LDHA inh,Vif-APOBEC3G blk,GRP78 ERSR act,TrxR1 substrate,USP1 inh,RGS4 inh,Vif-APOBEC3F blk,rTrxR1 inhibitor,mIDH1 inhibitor
CCOc1ccc2nc(N3CCCCCC3)sc2c1,9,0%,2%,3%,-2%,24%,0%,-1%,6%
COc1ccc(NC(=O)Cn2nnc(C(=O)NCc3cccs3)c2N)c(OC)c1,-1,-23%,-6%,-3%,-17%,-53%[56.9 µM],-18%,11%,-3%
Cc1cc(Br)ccc1NC(=O)CN(C)C(=O)c1cc(S(=O)(=O)N(C)C)ccc1N1CCCC1,-6,4%,-4%,-1%,-15%,2%,-1%,0%,-4%
CCOC(=O)N1CCN(c2ncnc3nc[nH]c23)CC1,-3,-4%,-1%,7%,-18%,9%,-1%,13%,6%
CCOC(=O)C1CCCN(Cc2c(F)cccc2Cl)C1 (stereo not given),-11,-1%,-7%,-1%,2%,16%,-3%,8%,5%
COc1ccc(C(=O)c2oc3ccccc3c2NC(=O)c2nc(SC)ncc2Cl)cc1Cl,-2,3%,0%,-3%,-18%,18%,1%,15%,-11%
CCOc1ccccc1NC(=O)NCCC1=CCCCC1,-5,0%,-2%,-2%,-9%,17%,8%,12%,0%
O=[N+]([O-])c1ccc(N2N=C(c3ccco3)CC2c2ccccc2)cc1 (stereo not given),4,?,0%,-15%,?,-15%,?,?,-2%
CCOc1ccc(NC(=O)CC2C(=O)N(c3ccc(C)cc3)C(=O)N2C2CCCCC2)cc1 (stereo not given),-2,3%,2%,-10%,1%,27%,1%,0%,-7%
O=C(NCc1ccc2c(c1)OCO2)c1ccc2c(c1)N(Cc1ccccc1F)C(=O)c1ccccc1S2=O (stereo not given),-2,-2%,-1%,7%,-26%,10%,3%,33%,-3%
O=C1NC(=O)/C(=C/c2ccccc2OCc2ccccc2)S1,-2,-1%,8%,2%[57.1 µM],-12%,-32%,-3%,17%[57.1 µM],-1%
N#C/C(=C/c1ccc(F)cc1)c1nnc(NC(=O)c2ccccc2)s1,-3,0%,1%,-5%,-12%,-10%,6%,0%,-4%
O=C(NNS(=O)(=O)c1ccc(F)cc1)c1ccc([N+](=O)[O-])cc1Cl,1,2%,-5%,9%,-2%,-10%,?,31%,11%
CC(=O)N1CCC2(CC1)CC(=O)c1cc(Cl)ccc1O2,-10,2%,-3%,27%,-16%,4%,3%,1%,-2%
O=C(O)COc1ccccc1/C=N/NC(=O)c1cc(-c2ccc(Cl)cc2)nc2ccccc12,-3,0%,-2%,-11%,-14%,-17%,7%,-9%,6%
Cc1cnc(NS(=O)(=O)c2ccc(N)cc2)nc1-c1ccccc1O,-4,0%,0%,.,2%,.,-3%,.,-1%
CC(OC(=O)c1ccc(-n2cnnn2)cc1)C(=O)NCc1ccccc1 (stereo not given),-4,2%,1%,5%,-20%,-1%,-13%,14%,-1%
CCOC(=O)N1CCN(C(=O)c2ccc(OC(C)=O)cc2)CC1,-2,-1%,-2%,-3%[57.1 µM],7%,10%,10%,7%,-1%

# Quoted at random: 3 records from the list
SMILES,LDHA inh,Vif-APOBEC3G blk,GRP78 ERSR act,TrxR1 substrate,USP1 inh,RGS4 inh,Vif-APOBEC3F blk,rTrxR1 inhibitor,mIDH1 inhibitor
CCOc1ccccc1NC(=O)NCCC1=CCCCC1,-5,0%,-2%,-2%,-9%,17%,8%,12%,0%
CCOc1ccc(NC(=O)CC2C(=O)N(c3ccc(C)cc3)C(=O)N2C2CCCCC2)cc1 (stereo not given),-2,3%,2%,-10%,1%,27%,1%,0%,-7%
CC(=O)N1CCC2(CC1)CC(=O)c1cc(Cl)ccc1O2,-10,2%,-3%,27%,-16%,4%,3%,1%,-2%

# From PubChem
